Screening data deposited in PubChem BioAssay by National Center for Advancing Translational Sciences (NCATS).
DT40 TDP1 CPT: growth inhibition of DT40 Tdp1-/-;hTDP1 cells with camptothecin (screen for TDP1 inhibitors). chicken DT40 Tdp1-/-;hTDP1 cells + 20 nM CPT, ATP luminescence, 48 h. Potency, µM (doses to about 46.2 µM), without a hit: at the top dose activity change, negative = growth inhibition, most hits filed as inhibitors. 420,000 tested, 12% active. AID 686979; further: nearly all actives have a fitted effect of over 55% in size
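Cell growth measured by CellTiter-Glo luminescence after a minimum 48 h, 37 C compound exposure with 20 nM CPT in Tdp1-knockout DT40 cells stably expressing hTDP1, seeded 400/well; qHTS titration format.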
N370S GC mod: N370S glucocerebrosidase modulation, Gaucher chaperone candidate; P04062; N370S GC spleen homogenate, 4MU-glucoside fluorescence; Potency, µM (top dose mostly 59.4 µM), for inactives: top-dose activity change, negative = inhibition, actives largely listed as inhibitors; 330,000 tested, 0.092% active;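 further: 0% = full enzyme activity and -100% = no enzyme basal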
FEN1 inhibitor: blocks human flap endonuclease 1; AID 588795; Recombinant FEN1 flap cleavage, fluorescence, 15 min; Potency, µM (doses to about 114 µM), inactives show at the top dose activity change, negative = inhibition, usual class: inhibitors; 390,000 tested, 0.35% active; P39748; further: nearly all actives have a fitted effect of over 65% in size
Target sequence (P39748 whole entry, looked up): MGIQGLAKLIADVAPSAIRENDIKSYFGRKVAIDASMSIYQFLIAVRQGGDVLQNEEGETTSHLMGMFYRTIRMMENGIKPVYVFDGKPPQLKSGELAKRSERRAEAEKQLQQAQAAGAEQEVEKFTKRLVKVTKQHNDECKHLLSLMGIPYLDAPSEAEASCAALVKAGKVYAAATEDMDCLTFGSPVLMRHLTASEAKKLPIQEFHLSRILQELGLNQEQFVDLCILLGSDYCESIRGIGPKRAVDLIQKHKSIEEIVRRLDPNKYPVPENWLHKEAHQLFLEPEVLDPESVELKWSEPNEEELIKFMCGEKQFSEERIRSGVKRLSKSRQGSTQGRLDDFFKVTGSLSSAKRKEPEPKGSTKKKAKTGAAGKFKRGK
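In this screen, 50 nM flap DNA substrate was added to 10 nM FEN1 pretreated with compound for 15 min at room temperature; cleavage was followed with reads at 0 and 15 min, and Hill fitting gave concentration–response parameters.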
The depositor's hits bear a star; ? = inconclusive; / = not tested or not shown; & = joins results of further samples. The call rests on the fitted dose curve; in most records, active means well fitted curve in the direction sought with a large enough effect; inconclusive means small, poorly fitted or top-dose-only effect, or another doubt; inactive means no such curve, though single readings can be large; an effect the other way counts as inactive or inconclusive. Unless noted, on the % scale 0 is the no-effect control and ±100 the full control effect; potency means the concentration at half of the fitted maximal effect. The list is partial (hit frequency here may not be typical).

Below each compound – FEN1 inhibitor	N370S GC mod	DT40 TDP1 CPT
> CC(=O)N1CCc2cc(S(=O)(=O)NC(CC(C)C)C(=O)NCCc3ccccc3)ccc21 (stereo unspecified)
 : -1%	/	-10%
> COc1cc(C)ccc1OCCSc1nc2ccc(NC(=O)c3ccc(C)cc3)cc2s1
 : -2%	/	-27%
> CCOC(=O)c1scc(-c2ccccc2)c1S(=O)(=O)Nc1ccc(N(C)C)cc1
 : 8%	/	?
> O=C(CCc1ccccc1)c1c(O)cc(O)cc1O
 : -16%	6%	-4%
> CC1(NC(=O)CN2CCN(c3cnn(-c4ccccc4)c(=O)c3Cl)CC2)CCS(=O)(=O)C1 (stereo unspecified)
 : 4%	/	-15%
> COc1ccc(Br)cc1C1CC(=O)Nc2c1c(C)nn2-c1nc(C)cc(C)n1 (stereo unspecified)
 : 17%	/	16µM*
> CC(C)(C)OC(=O)N1Cc2cc3ccccc3nc2C1CO (stereo unspecified)
 : 0%	10%	0%
> CCCCSc1nnc(-c2ccc(C)cc2)n1C
 : -13%	-19%	?
> Cc1ccc(O)c(C=Nc2cc(C)ccc2O)c1
 : -4%	-4%	5.8µM*
> O=C1C2CCCCN2C(=O)N1CCCCN1CCN(c2cccc(C(F)(F)F)c2)CC1 (stereo unspecified)
 : 13%	/	10µM*
> CCN1CCN(C2=C(NS(=O)(=O)c3ccccc3)C(=O)c3ccccc3C2=O)CC1
 : -8%	2%	21µM*
> CCOC(=O)CC1CCCCN1Cc1nc(-c2ccc(F)c(OC)c2)oc1C (stereo unspecified)
 : -15%	8%	-18%
> COc1cccc(C(=O)NC(C)C(c2cccs2)N2CCN(C)CC2)c1 (stereo unspecified)
 : -13%	-6%	?
> COCC(=O)NC1CC2CCCC(C1)N2Cc1ccccc1 (stereo unspecified)
 : 1%	3%	0%
> CCN(CC)c1ccc(NC(=O)C2CCCN(S(=O)(=O)c3cnc[nH]3)C2)c(C)c1 (stereo unspecified)
 : 7%	1%	?
> COC(=O)c1cc(C(=O)OCC(=O)N(C)c2ccccc2)cc([N+](=O)[O-])c1
 : 6%	1%	13%
> CCc1cc2c(NCCO)ncnc2s1
 : -3%	3%	-28%
> C=CCc1cc(OC)ccc1OCCN(C)Cc1ccccc1
 : 7%	13%	-9%
> Cc1ccc(C)c(Cn2nnc3c(=O)[nH]c(C4CCCN(C(=O)C5CCC5)C4)nc32)c1 (stereo unspecified)
 : ?	15%	-4%
> COc1ccc(/C=N\NC(=O)c2ccc(-c3ccccc3)cc2)cc1COC(C)=O
 : -7%	-26%	?
> O=C(COc1ccc2c3c(c(=O)oc2c1)CCCC3)N1C[C@H]2C[C@@H](C1)c1cccc(=O)n1C2
 : 17%	-2%	10%
> CC(/C=C/c1ccccc1)=N\NC(=O)CSc1ccccn1
 : 1%	6%	-25%
> COC(=O)Cc1c(O)ccn(CCc2c[nH]c3ccc(OC)cc23)c1=O
 : -7%	1%	-2%
> CC(=O)Oc1ccc(C(=O)Nc2cc(C)ccc2NC(=O)COc2ccccc2)cc1
 : -11%	4%	?
> OCc1nc2ccccc2n1CCCOc1ccc(Br)cc1
 : 7%	-17%	16µM*
> C(=NOCc1ccccc1)c1cccnc1
 : -2%	/	9%
> C=CCn1c2ccccc2n2nc(C)c(=O)nc12
 : 0%	1%	3%
> CCOc1ccccc1NC(=O)NNS(=O)(=O)c1cc(C)ccc1C
 : -13%	5%	-24%
> Cc1ccc(S(=O)(=O)N2CCC(C(=O)OCC(=O)N3CC(C)CC(C)C3)CC2)cc1C (stereo unspecified)
 : -2%	-12%	-14%
> COc1cccc(NC(=O)CSc2nnc(Cc3cccn3C)n2-c2ccc(F)cc2)c1
 : -3%	-6%	?

2 entries drawn at random from the list so far:
Below each compound – FEN1 inhibitor	N370S GC mod	DT40 TDP1 CPT
> COc1cc(C)ccc1OCCSc1nc2ccc(NC(=O)c3ccc(C)cc3)cc2s1
 : -2%	/	-27%
> COc1ccc(Br)cc1C1CC(=O)Nc2c1c(C)nn2-c1nc(C)cc(C)n1 (stereo unspecified)
 : 17%	/	16µM*

The list continues.
Below each compound – FEN1 inhibitor	N370S GC mod	DT40 TDP1 CPT
> COc1ccc(-n2c(SCC(=O)Nc3ccc(Br)cc3)nc(O)cc2=O)cc1
 : -1%	12%	2%
> CC(C)CC(=O)NN1CCCCC1
 : 0%	/	-2%
> O=C(O)C1CCCN1S(=O)(=O)c1ccc(Cl)c(Cl)c1 (stereo unspecified)
 : -3%	2%	3%
> N#CC1=C(c2ccccc2)/C(=C/c2ccccc2)OC1=O
 : -17%	4%	23µM*
> Cc1cccc(C)c1NS(=O)(=O)c1ccc2c(c1)NC(=O)CO2
 : -1%	0%	-4%
> CCNC(=O)c1ccccc1SCc1ccccc1
 : -17%	10%	-19%
> CC(=O)N1CCC(C(=O)Nc2ccc(S(=O)(=O)N3CCC(C)CC3)cc2)CC1
 : 5%	-5%	?
> COc1ccc(Br)cc1/C=C/C(=O)c1ccc(NC(C)=O)cc1
 : ?	4%	5.8µM*
> O=[N+]([O-])c1ccc(NCCNS(=O)(=O)c2ccccc2)c(C(F)(F)F)c1
 : 13%	-2%	26µM*
> NC(=O)CC1NC(=O)c2cc([N+](=O)[O-])cc(I)c2OCCC(C(N)=O)NC(=O)[C@@H]2CCCN2C1=O (stereo partly specified)
 : 10%	-17%	3%
> Cc1ccc(OCc2nc(-c3ccc(-n4cccc4)cc3)no2)cc1C
 : 2%	18%	-7%
> O=C(N/N=C/c1cccnc1)c1ccc(NC(=O)c2ccc(Cl)cc2)cc1
 : 2%	-5%	-1%
> CCOc1ccc(CC(=O)Nc2nnc3n2CCS3)cc1
 : -11%	/	-2%
> Cc1cc(NC(=O)CCNS(=O)(=O)c2cc(Br)cnc2N)ccc1Br
 : -3%	0%	-5%
> CC(C)Cc1nc(Cl)c(C#N)c2c1CCC2
 : -5%	-2%	-16%
> CCCn1c(=O)c2ccccc2n2c(SCCOc3ccc(Cl)cc3)nnc12
 : 3%	7%	-11%
> COc1ccc(N(CCN2C(=O)c3ccccc3C2=O)C(=O)c2cccc([N+](=O)[O-])c2)cc1
 : -7%	-1%	-12%
> O=C(CN(C(=O)c1csnn1)c1cccc(F)c1)NCc1ccc(F)cc1
 : -4%	-25%	5%
> CCOC(=O)c1ccc(N2CCN(c3ccc(F)cc3)CC2)c(NC(=O)Nc2cccc(OC)c2)c1
 : -11%&-3%	1%	-29%&-8%
> O=C(O)c1ccccc1NS(=O)(=O)c1ccc(N/N=C/c2cccc(O)c2O)c([N+](=O)[O-])c1
 : 40µM*	/	-13%
> CO/N=C(\C)c1ncc(C(F)(F)F)cc1N1CCOCC1
 : 9%	5%	-2%
> COc1ccc(NC(=O)C2CCN(C(=O)c3ccccc3)CC2)c(OC)c1
 : 0%	14%	4%
> CN(C(=O)c1ccc(NC(=O)Cc2ccc(NC(=O)C3CCN(S(=O)(=O)c4cccc([N+](=O)[O-])c4)CC3)cc2)cc1)C1CCCC1
 : -15%	/	?
> CCNC(=S)N/N=C/c1cn(Cc2ccccc2F)c2ccccc12
 : ?	0%	6.5µM*
> O=C(O)c1cnc(-c2ccccc2)nc1Sc1ccc(Cl)cc1
 : -7%	4%	-12%
> O=C(CC1CC2CCC1C2)NC1CCCCCCC1 (stereo unspecified)
 : -8%	-4%	3%
> CC(=O)Nc1ccc(NC(=S)NC(=O)/C=C/c2ccc(Cl)cc2)cc1
 : -3%	0%	-6%
> CCOC(=O)c1cc(-c2ccc(OC)cc2)n(CCC(=O)NCc2ccccc2OC)c1C
 : -19%	/	26µM*
> COc1ccc(Nc2nc(C)nc3c2nnn3Cc2ccccc2)cc1OC
 : 3%	27%	?
> Cc1nc(SCC(=O)NCCc2ccccc2)c2oc3ccccc3c2n1
 : 6%	15%	3%
> O=C(Nc1ccnn1C1CCN(Cc2ccccc2OCCO)CC1)c1cccc(F)c1
 : -6%	-8%	-16%
> CCOc1ccc(Br)cc1S(=O)(=O)Nc1ccc(NC(=O)c2ccccc2C)cc1
 : 4%	4%	-14%
> CCOC(=O)Cc1csc(SCC(=O)Nc2nccs2)n1
 : -5%	3%	2%
> CC(C)(C)c1ccc(SCCc2ccncc2)cc1
 : -4%	-16%	18µM*
> COc1ccccc1CCNC(=O)C(=O)NCC1OCCN1C(=O)c1ccc(Cl)cc1 (stereo unspecified)
 : -12%	-14%	?
> CC1O[C@H](OC2C(COC3OC(CO)C(O)[C@H](O)C3O)OC(OC3CC[C@]4(C)C(CC[C@@]5(C)[C@@H]4C=C[C@]46OC[C@@]7(CCC(C)(C)C[C@H]74)C(O)C[C@@]56C)C3(C)C)C(O)C2O)C(O)C(O)C1O (stereo partly specified)
 : -5%	/	-3%
> Cc1ccc(O)c(NC2=C(Cl)C(=O)N(Cc3ccccc3)C2=O)c1
 : -33%	-26%	?
> CCOC(=O)C1(CC2CCCCO2)CCN(S(=O)(=O)c2cc(C)cs2)CC1 (stereo unspecified)
 : -4%	5%	?
> Nc1nc(N)c2sc3nc(C(F)(F)F)cc(C(F)(F)F)c3c2n1
 : -22%	-4%	-23%
> CCOCCCN(C(=O)Cn1nnc(-c2ccc(C)o2)n1)C(C(=O)NCC1CCCO1)c1ccc(F)cc1 (stereo unspecified)
 : 2%	-5%	4%
> CCN1CCN(Cc2cc(=O)oc3ccc(C)cc23)CC1
 : 1%	9%	-9%
> CC(C)(C)NC(=O)CN(C(=O)c1snc(C(=O)NC2CCCCC2)c1N)c1ccc(F)cc1
 : 8%	-4%	?
> O=C(C(=O)N1CCCC1CO)N1CCCC1CO (stereo unspecified)
 : -8%	11%	13%
> O=C(CCCCl)Nc1nc(-c2ccc3c(c2)OCCO3)cs1
 : -15%	-6%	?
> Cc1cc(C)cc(CC(Cc2nc3ccccc3[nH]2)c2nc3ccccc3[nH]2)c1 (stereo unspecified)
 : 3%	-7%	?
> CC1CCCC(C)N1C(=O)CSc1nc2ncnc(N)c2[nH]1 (stereo unspecified)
 : -1%	5%	-3%
> Cc1cccc(C)c1NC(=O)CSc1n[nH]c(=O)n1C1CC1
 : 3%	/	-2%
> Cc1cccc(S(=O)(=O)N(CC(=O)Nc2ccccc2C)Cc2ccco2)c1
 : -23%	25%	-25%
> Cc1c(CCC(=O)O)c(=O)oc2cc3occ(-c4ccccc4)c3cc12
 : -37%	3%	-11%
> CC(c1c(O)c2ccccc2[nH]c1=O)C1(C)CCC(O)C(C)(C)O1 (stereo unspecified)
 : 2%	-1%	?
> O=C(c1ccnc(Cl)c1)N1CCCC(Nc2ccc(F)cc2)C1 (stereo unspecified)
 : -4%	-1%	5%
> CCOc1ccccc1C(=O)Oc1c(Sc2ccccc2)c(C)nn1C(C)(C)C
 : -9%	/	-19%
> COc1cc(NC(=O)CCS(=O)(=O)c2ccc3c(c2)n(C)c(=O)c(=O)n3C)cc(OC)c1
 : -5%&7%	-21%	-2%&0%
> Cc1nc(C)c(-c2csc(Nc3ccc(C(=O)O)c(O)c3)n2)s1
 : ?	-8%	-3%
> COc1ccccc1NS(=O)(=O)c1ccc(NN=C2CCCCC2)c([N+](=O)[O-])c1
 : 0%	12%	18µM*
> Cc1cc(NC(=O)c2ccccc2Cl)ccc1NC(=O)c1ccccc1Cl
 : 4%	2%	-7%
> CCOC(=O)c1c(NC(=O)c2cc3ccccc3c(=O)o2)sc2c1CCCC2
 : -2%	/	8%
> CCn1cc(CNC(=O)c2ccc(C)s2)cn1
 : 17%	0%	?
> CCCCc1cc(=O)oc2cc(C)cc(OCC(=O)Nc3ccccn3)c12
 : -5%	10%	-18%
> CC(C)c1cccc(C(C)C)c1NC(=O)CN1CCCC1
 : -5%	-14%	6%

Other entries follow.
Below each compound – FEN1 inhibitor	N370S GC mod	DT40 TDP1 CPT
> N#Cc1cnn2c(-c3cccc(C(F)(F)F)c3)ccnc12
 : 18%	-7%	7%
> Cc1cc2cc(CNC(=O)Cc3ccc([N+](=O)[O-])cc3)ccc2[nH]1
 : -10%	-6%	-29%
> COc1ccc(NC(=O)CCCC(=O)c2ccccc2)cc1OC
 : -18%	2%	-14%
> COc1ccccc1CCCNC(=O)C1CCC(=O)N(CCCN2CCCC2=O)C1 (stereo unspecified)
 : 7%	1%	3%
> CC(=O)NS(=O)(=O)c1ccc(NC(=O)c2ccc3c(c2)NC(=O)CS3)cc1
 : -1%	/	20%
> CCOc1ccc(OCC)c(S(=O)(=O)NCc2ccc3c(c2)OCO3)c1
 : -3%	7%	-6%
> COc1cccc(OCC(O)CN2CCN(c3ccccc3)CC2)c1 (stereo unspecified)
 : -1%&-4%	0%&-13%	1%&-12%

Exported as labelled records: entries from further up
Cc1cc2cc(CNC(=O)Cc3ccc([N+](=O)[O-])cc3)ccc2[nH]1
  FEN1 inhibitor = -10%	N370S GC mod = -6%	DT40 TDP1 CPT = -29%

COc1ccc(NC(=O)CCCC(=O)c2ccccc2)cc1OC
  FEN1 inhibitor = -18%	N370S GC mod = 2%	DT40 TDP1 CPT = -14%

COc1ccccc1CCCNC(=O)C1CCC(=O)N(CCCN2CCCC2=O)C1 (stereo unspecified)
  FEN1 inhibitor = 7%	N370S GC mod = 1%	DT40 TDP1 CPT = 3%
